Screening data deposited in PubChem by several laboratories.
SUMO Mot1 rescue: yeast Mot1-301 growth rescue at high temperature, primary screen, SUMOylation pathway inhibitor project, S. cerevisiae, ATP luminescence, 38.5C | S. cerevisiae Mot1-301 growth rescue; percent above DMSO median, 100 means doubled | 1% of 320,000 active | growth rescue, % at 18.8 µM;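 active = every valid replicate shows activation above 250% relative to neutral control wells; inactive = the rest, any valid replicate at or below 250%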;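 also: OY570 slx delta 5 strain wells were the positive control but not used for scaling; some compounds called inactive have numbers as strong as hits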
MOR-DOR ag: agonists of OPRM1-OPRD1 heterodimerization, primary screen, cell-based, luminescence | 0.3% of 340,000 active | cells | AID 504326, 2011 | activation, % at 9.3 µM | Mu-type opioid receptor (Homo sapiens) + Delta-type opioid receptor (Homo sapiens), …; in the data active = activation above about 18%;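 also: 0% = vehicle-treated cells and 100% = reference agonist; values of inactives mirror those of a sister screen read the other way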
Target sequence (P35372 whole entry, looked up): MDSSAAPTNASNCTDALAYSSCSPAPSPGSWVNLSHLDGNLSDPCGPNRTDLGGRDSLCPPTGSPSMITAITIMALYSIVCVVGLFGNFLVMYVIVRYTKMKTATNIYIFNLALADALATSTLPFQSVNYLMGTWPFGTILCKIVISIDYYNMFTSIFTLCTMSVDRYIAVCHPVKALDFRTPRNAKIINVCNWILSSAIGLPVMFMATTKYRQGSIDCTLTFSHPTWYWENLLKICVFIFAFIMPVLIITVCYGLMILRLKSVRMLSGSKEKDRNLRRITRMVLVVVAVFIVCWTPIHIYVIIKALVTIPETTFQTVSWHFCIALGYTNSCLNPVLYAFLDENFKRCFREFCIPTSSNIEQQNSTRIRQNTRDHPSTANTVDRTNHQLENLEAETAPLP
Target sequence (P41143 whole entry, looked up): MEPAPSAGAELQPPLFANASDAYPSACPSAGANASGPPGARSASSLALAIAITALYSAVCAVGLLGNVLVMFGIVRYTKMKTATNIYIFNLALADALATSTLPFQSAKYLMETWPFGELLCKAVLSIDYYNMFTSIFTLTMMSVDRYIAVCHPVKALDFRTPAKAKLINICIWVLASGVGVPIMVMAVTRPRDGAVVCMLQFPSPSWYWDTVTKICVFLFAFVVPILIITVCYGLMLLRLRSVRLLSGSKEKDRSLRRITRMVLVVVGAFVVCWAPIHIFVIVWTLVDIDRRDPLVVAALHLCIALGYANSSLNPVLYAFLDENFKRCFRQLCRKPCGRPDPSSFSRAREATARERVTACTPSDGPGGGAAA
OPRM1-OPRD1 inv: inverse agonists of MOR-DOR heterodimerization, primary screen, cell-based, luminescence; cell-based MOR-DOR heterodimer luminescence, inverse agonism; inhibition, % at 9.3 µM; 0.21% of 340,000 active; in the data active = inhibition above about 22%, passing the limit was not always enough;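 also: 0% = cells with DMSO and 100% = wells without cells with DMSO; values of inactives mirror those of a sister screen read the other way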
PfHsp90 yeast 2: growth inhibition of PfHsp90-expressing yeast, primary screen, antimalarial PfHsp90 inhibitor project, S. cerevisiae, BacTiter-Glo luminescence, single point, set 2; inhibition, % at 9.4 µM; 0.32% of 310,000 active; BacTiter-Glo ATP, 48 h; yeast lacking PDR1 and PDR3 efflux regulators;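 active = every replicate shows inhibition above about 80%, whatever the replicate mean, limit read from the data; inconclusive = mean inhibition reaches the set limit but some replicate falls short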;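 also: 0% = DMSO neutral controls and 100% = 20 µM radicicol positive controls; yeast relying on Plasmodium falciparum Hsp90 in place of its own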
phage Ecoli inh: growth loss of phage-infected E. coli, primary screen, RecBCD inhibitor project, absorbance, with phage, HTS. inhibition, % at 11.9 µM. 0.26% of 360,000 active; in the data active = inhibition above about 11%
PKA-R1A act: activators of PKA-R1A holoenzyme, primary screen, biochemical, fluorescence polarization, Cy5-IP20, bovine R1A, mouse PKAc; cAMP-dependent protein kinase type I-alpha regulatory subunit (Bos taurus) + …; PKA-R1A dissociation; scaled: DMSO 0%, 113 µM cGMP 100%; activation, % at 11.4 µM; 0.083% of 340,000 active; AID 504707, 2011;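 active = percent activation above the mean of all tested compounds plus 3 SD, cut at about 19% in these data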;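 also: higher means more PKAc released from R1A so a rise in polarization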
Tat transport: E. coli Tat export inhibitors, primary screen, MC4100, TorA-mCherry reporter, fluorescence, single point; inhibition, % at 10 µM; 0.036% of 340,000 active;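 active = mean replicate inhibition at least 50% and at least half of replicates individually reaching 50%; inconclusive = only one of the two criteria met; inactive = neither criterion met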;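 also: exported cargo escapes ClpAP degradation while cytoplasmic cargo is degraded and loses fluorescence; 0% = median of neutral control wells and 100% = median of NaSCN control wells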
PKA-R2B activ: activators of PKA-R2B holoenzyme, primary screen, biochemical, fluorescence polarization, Cy5-IP20, human; AID 504700, 2011; PKA-R2B holoenzyme dissociation; R2B truncated from residue 108, S112A mutant; 0% DMSO only, 100% 113 µM cGMP; activation, % at 11.4 µM; 0.079% of 340,000 active;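 active = activation above a cutoff set at the mean over all compounds plus 3 SD, cut at about 18% in these data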;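 also: higher means more holoenzyme dissociation and a rise in polarization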
E coli growth: E. coli V3065 growth inhibition, primary screen, counter-screen for AddAB inhibitor project, absorbance, OD600; 18 h; inhibition, % at 11.9 µM; 0.27% of 330,000 active;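 active = inhibition above the campaign's mean inhibition across all tested compounds plus 3 SD, cut at about 9.9% in these data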;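 also: uninfected addAB+ strain grown without phage in ampicillin broth; 0% = DMSO wells and 100% = ciprofloxacin 0.95 µg/ml wells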
AddAB inh: growth inhibition of E. coli expressing H. pylori AddAB, primary screen, AddAB inhibitor project, absorbance. inhibition, % at 11.9 µM. AID 435030, 2010. 0.29% of 330,000 active; in the data active = inhibition above about 12%;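 also: 0% = vehicle wells of infected cells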
HTR5A inv ctr: HTR5A inverse agonists in luminescence cell assay, primary screen, counter-screen for OPRM1-OPRD1 heterodimer inverse agonist project, full-deck HTS; HTR5A cell line, inverse agonism; 0.083% of 340,000 active; inhibition, % at 9.3 µM; AID 504634, 2011; 5-hydroxytryptamine receptor 5A (Homo sapiens), P47898; in the data active = inhibition mostly above about 23%, no sharp cut-off; inactive = mostly below about 18%;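 also: 0% = cells with DMSO and 100% = no-cell wells with DMSO; some compounds called inactive have numbers as strong as hits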
* = called active by the depositor; ? = inconclusive; . = not tested or not shown.

SMILES | SUMO Mot1 rescue | MOR-DOR ag | OPRM1-OPRD1 inv | PfHsp90 yeast 2 | phage Ecoli inh | PKA-R1A act | Tat transport | PKA-R2B activ | E coli growth | AddAB inh | HTR5A inv ctr
CC(C)S(=O)(=O)C1=NSC2=NC(=O)/C(=C\c3ccc(-c4ccccc4)o3)C(=N)N21 | 22 | -1.5 | 9 | -11 | 1.4 | 0 | 7 | -8 | 3.3 | 6.8 | -3
O=C(Nc1ccc(C(=O)Oc2ccccc2)c(O)c1)c1ccccc1 | 7 | 5.1 | -35 | 10 | 4.2 | -8 | 3 | -10 | 3.0 | 2.2 | 9
CCn1nc(C(=O)NNC(=O)c2ccccc2OCc2c(C)noc2C)c2ccccc2c1=O | 5 | -3.3 | 14 | -1 | -0.5 | -4 | 3 | -5 | -2.3 | -4.5 | 10
Cc1ccc(NC(=O)CCCC(=O)OC(C)C(=O)c2ccccc2)cc1 (centres undefined) | -9 | 0.4 | -3 | -4 | 1.8 | -7 | 3 | -5 | -0.9 | 0.7 | -2
COc1ccc(C(=O)OCC(=O)N2CCC(C)CC2)cc1S(=O)(=O)N1CCOCC1 | . | -1.1 | 6 | -2 | 3.7 | -3 | -13 | -6 | . | . | 7
O=C(Nc1ccc(OC(=O)c2cccnc2)cc1)c1cccnc1 | 16 | -2.0 | 12 | . | 0.2 | -3 | -3 | -3 | 1.0 | 3.6 | -13
Cc1oc(-c2ccccc2Cl)nc1CS(=O)CC(=O)N1CCN(c2ccccc2)CC1 (centres undefined) | -15 | -2.0 | 11 | -7 | -0.5 | -5 | 0 | -11 | -0.9 | 1.0 | -4
O=C(NCCCCCCCCCNC(=O)C(F)(F)F)C(F)(F)F | 0 | -0.5 | 2 | -11 | 3.8 | -9 | 5 | -2 | -0.9 | -0.9 | -21
COc1ccc(N(C)C(=O)Nc2ccc3nsnc3c2)cc1 | . | 2.1 | -10 | 7 | 1.7 | -3 | 5 | 3 | . | . | -4
CCn1c(SCc2ccc(F)cc2)nc2c(c1=O)SCC2 | -5 | 1.2 | -6 | -12 | 2.5 | -5 | 3 | -2 | -0.3 | -1.4 | -13
O=C(CCSCCC(=O)Nc1c(F)c(F)c(F)c(F)c1F)Nc1c(F)c(F)c(F)c(F)c1F | -5 | -2.0 | 11 | 19 | 2.8 | 0 | -6 | -3 | -1.0 | -2.1 | -10
CCCc1cc(C(=O)Nc2ccc(C)cc2)no1 | 19 | -1.0 | 6 | 24 | 2.1 | 11 | 0 | 13 | 3.4 | 2.5 | 0
Cc1cccc(NC(=O)CCNS(=O)(=O)c2ccc3[nH]c(=O)oc3c2)c1 | 2 | -3.5 | 18 | 6 | 0.8 | 1 | -7 | -16 | -0.4 | 1.2 | 6
Cc1ccc(Cl)cc1NC(=O)COC(=O)Cn1cnc2c1c(=O)n(C)c(=O)n2C | 47 | 0.8 | -4 | . | 2.6 | -5 | 8 | -2 | 0.2 | 0.2 | -3
CCOC(=O)C1=NN(c2ccc(C)cc2)CC1C(=O)OC (centres undefined) | 88 | -3.1 | 15 | 1 | 4.7 | -6 | -2 | -5 | 1.2 | 0.4 | 17
CC1(C)CC(=O)C(/C=N/c2ccccn2)=C(O)C1 | 6 | 0.8 | -5 | -90 | -0.3 | 6 | 5 | -3 | -1.9 | -1.3 | -7
O=C(CNC(=O)c1ccc(Cl)cc1)OCC(=O)N1CCCC1 | 292 | -2.6 | 13 | 22 | 2.4 | -5 | -9 | 8 | 1.7 | 1.9 | -9
COc1ccccc1N1CC(C(=O)Nc2nc(C)cs2)CC1=O (centres undefined) | -15 | -3.6 | 14 | -18 | -1.2 | -8 | 0 | -19 | 1.1 | 2.2 | -15
Cc1c(Nc2c3ccccc3nc3ccccc23)c(=O)n(-c2ccccc2)n1C | 1 | 7.0 | -35 | 9 | 2.0 | 2 | -5 | 0 | 5.5 | 9.1 | -13
Cn1c(N)c(C(=O)Nc2c(Cl)cccc2Cl)sc1=S | 0 | 2.6 | -13 | 12 | 3.5 | -3 | -5 | -1 | -1.4 | 0.5 | 1
CCCC(=O)NC(=S)Nc1cccc(NC(=O)c2ccccc2)c1 | -1 | -1.6 | 9 | -6 | 4.5 | 9 | -16 | 4 | 1.5 | 2.3 | -11
Cc1ccsc1-c1nc(CN2C[C@@H](C)O[C@@H](C)C2)c(C)o1 | 12 | -3.2 | 17 | 5 | 3.3 | -8 | -6 | -17 | 0.3 | 0.7 | 0
Cc1cc(C)c2c(=O)[nH]c(SCC(=O)NCCc3ccccc3)nc2n1 | 150 | -0.1 | 1 | 1 | 0.8 | 6 | 2 | 0 | -0.7 | 0.0 | 9
COc1ccc(CC(=O)NCCC2=CCCCC2)cc1 | 6 | -2.6 | 13 | . | -0.3 | 4 | -5 | -10 | -0.8 | -1.9 | -14
CC1Cc2ccccc2N1CC(=O)NC(=O)NC1CCCC1 (centres undefined) | -4 | 1.6 | -8 | -13 | 2.9 | 4 | 2 | -2 | 3.0 | 0.5 | 5
SMILES | SUMO Mot1 rescue | MOR-DOR ag | OPRM1-OPRD1 inv | PfHsp90 yeast 2 | phage Ecoli inh | PKA-R1A act | Tat transport | PKA-R2B activ | E coli growth | AddAB inh | HTR5A inv ctr
COc1ccc(CCN(C)C(=O)N2CCOCC2)cc1OC | 190 | -1.4 | 8 | . | 2.2 | 0 | 0 | -1 | -2.1 | 1.9 | -13
COc1ccc(C2=NS(=O)(=O)N(C)C(C(=O)N3CCN(C)CC3)=C2)cc1 | -12 | -2.4 | 13 | 7 | 2.1 | -6 | -9 | -6 | 1.6 | 1.0 | -18
CCOC(=O)Nc1ccc([N+](=O)[O-])cc1C | 1 | -2.0 | 11 | 10 | 3.2 | 0 | 0 | 3 | 0.3 | 3.2 | 7
CCOC(=O)C[C@H]1c2cc(F)ccc2S(=O)(=O)N1C1CCCCC1 | -6 | -3.5 | 19 | . | 1.1 | 0 | -5 | 2 | -1.7 | 3.0 | 12
O=Cc1c(Sc2ccccc2)nc2ccccn2c1=O | 1 | -3.7 | 18 | -142 | 3.6 | 7 | 7 | 3 | 1.4 | 3.2 | 5
CCn1nnc(-c2ccccc2NC(=O)C(F)(F)F)n1 | -6 | -1.8 | 10 | -8 | 0.3 | -1 | -1 | -9 | -0.5 | 1.1 | -7
COc1ccc(C(C)=O)cc1COC(=O)c1ccc(S(=O)(=O)N2CCOCC2)cc1 | 21 | -0.2 | 1 | 25 | 2.7 | -9 | 0 | -5 | -2.1 | -0.8 | -18
O=C(CSc1nnnn1C1CCCCC1)NNC(=O)c1ccco1 | -2 | -4.2 | 19 | -32 | 3.7 | 10 | -13 | -6 | 3.4 | 2.5 | 5
O=C1c2ccccc2NC(c2ccc(-c3cccc(Cl)c3)o2)N1O (centres undefined) | -11 | 1.7 | -9 | 22 | 21* | -12 | -10 | 0 | 19* | 21* | -23
CC1Cc2cc(S(=O)(=O)NCc3ccccc3)ccc2N1C(=O)C1CCC1 (centres undefined) | -10 | 2.5 | -13 | 4 | 1.6 | -17 | -4 | -7 | -0.1 | 0.8 | -8
CC(=O)c1ccc(-n2nnnc2SCC(=O)NC2CCCCC2)cc1 | 1 | -0.5 | 3 | 0 | -0.5 | 4 | -1 | -2 | -3.8 | 1.4 | -38
COCC(C)n1c(C)cc(C(=O)COC(=O)CCc2nc3ccccc3c(=O)[nH]2)c1C (centres undefined) | 4 | -4.0 | 19 | . | 3.0 | -12 | -8 | -2 | -0.8 | -0.7 | -18
O=C(NC1CCCCCC1)c1cc(S(=O)(=O)N2CCC3(CC2)OCCO3)ccc1F | 11 | -0.7 | 3 | -8 | 3.6 | -2 | -5 | 4 | 2.0 | 2.0 | 17
Cc1cccc(NC(=O)CSCC(=O)Nc2cc(Cl)ccc2N2CCOCC2)c1 | -13 | 2.3 | -15 | . | 0.8 | -16 | -8 | -4 | 0.2 | -1.7 | -16
CCOc1ccc(/C=C/C(=O)OCC(=O)NCCc2ccc(OCC)c(OCC)c2)cc1OC | -23 | -0.9 | 4 | . | 1.3 | 0 | 7 | -3 | -1.4 | -1.9 | -1
COc1ccc2[nH]c3nc(SCC(=O)NC4CC4)nnc3c2c1 | -11 | -0.9 | 5 | 25 | 1.8 | 1 | 0 | -4 | 0.8 | 4.8 | 0
Cc1[nH]n(-c2ncc(-c3ccccc3)s2)c(=O)c1C(c1ccc(Br)cc1)C(C#N)C#N (centres undefined) | -16 | -1.2 | 6 | -74 | 1.3 | 8 | 3 | -1 | 1.0 | 0.5 | 2
O=C(CCNS(=O)(=O)c1cccc2nsnc12)NC1CCN(Cc2ccccc2)CC1 | 5 | -1.2 | 8 | -11 | 1.2 | -5 | 6 | -12 | 1.1 | 2.8 | 13
CC1=C(C)CC2C(C1)C(=O)c1ccc(Br)cc1S2(=O)=O (centres undefined) | -13 | -10 | 58* | ? | 1.0 | -6 | 0 | -3 | 0.2 | -0.1 | -15
c1cc2c(cn1)cnc1cscc12 | -23 | 0.9 | -7 | 7 | 3.7 | 2 | -25 | -1 | -0.1 | -0.5 | 4
Cc1ccc(OCC(=O)N2CCN(C(=O)c3ccncc3)CC2)cc1 | -8 | -1.4 | 7 | -8 | 3.1 | 8 | -1 | -8 | 1.5 | 3.3 | -3
O=C(C1CCC(=O)N(C2CCCC2)C1)N1CCN(c2ccccc2Cl)CC1 (centres undefined) | -13 | -1.1 | 6 | 13 | 2.6 | 10 | -4 | 4 | 0.8 | 2.9 | 22
Cc1cccc(C(=O)Nc2cc(=O)n(C)c(=O)n2C)c1 | 429 | 1.2 | -7 | -24 | 2.1 | 0 | -6 | -3 | -1.4 | 2.2 | -6
CCOC(=O)C1CCCN(Cc2cc(=O)oc3cc(C)ccc23)C1 (centres undefined) | 52 | -0.1 | 0 | 18 | 0.9 | -9 | 0 | 5 | -1.5 | 0.2 | 9
CCN(C(=O)COC(=O)c1nc(Cl)ccc1Cl)c1c(N)n(Cc2ccccc2)c(=O)[nH]c1=O | . | -0.8 | 3 | 6 | 1.5 | 3 | -2 | -13 | . | . | -20
Cc1cc(C(=O)Nc2cc(C(C)(C)C)on2)c(C)o1 | 25 | 2.7 | -13 | 25 | 3.6 | -3 | 1 | -2 | -1.2 | 5.0 | 7
Cc1ccccc1NC(=O)c1ccc(C)c(S(=O)(=O)NCc2cccnc2)c1 | -4 | -1.5 | 11 | 8 | -2.8 | -10 | -9 | 3 | 0.0 | 1.3 | -11
